Compound activity from PubChem BioAssay.
PAX8 inh HTS: PAX8 transcriptional activity inhibition; AID 652154; RMG-I TPO-luciferase reporter, SteadyGlo, 24 h; inhibition, % at 12.6 µM; 360,000 tested, 1.2% active;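 active = mean replicate inhibition at least 60% with every replicate also reaching 60%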;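 note: luciferase light reporting Pax8 driven TPO promoter activity; plate controls were median of neutral control wells for no effect and mitoxantrone controls for full effect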
PGC1a acetyl inh: lowers PGC1a acetylation signal in U2OS cells; inhibition, % at 15.6 µM; 350,000 tested, 0.17% active; AID 651687; AlphaScreen anti-acetyl-lysine; with virally co-expressed GCN5 acetyltransferase;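 active = every replicate shows inhibition of at least 40%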;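 note: 0% = neutral control wells and 100% = positive control wells; some results beyond the cut were filed as inactive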
GSIS activator: GLuc luminescence reporter in INS-1E cells, primary screen for activators of glucose-dependent secretion of insulin. INS-1E GLuc reporter insulin secretion, 2-3 h. activation, % at 16.6 µM. 370,000 tested, 0.61% active. AID 743287;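 active = lowest replicate activation of at least 40%, so every replicate reaches that level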;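 note: 0% = median of neutral control wells and 100% = median of IBMX positive control wells; some compounds called inactive have numbers as strong as hits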
LGR2 inh: blocks bursicon-induced cAMP signaling via Drosophila LGR2. HEK293 LGR2, CRE-luciferase, bursicon-stimulated, 4 h. inhibition, % at 9.99 µM. 380,000 tested, 0.35% active. AID 720647;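 active = drop in luminescence signal, shown as inhibition above about 50% in the replicate tests, limit read from the data, passing the limit was not always enough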;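 note: agonist challenge used bursicon conditioned medium at about half maximal strength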
Cneo AK release: Cryptococcus neoformans lysis via adenylate kinase release. 360,000 tested, 0.2% active. AID 651654. C. neoformans lysis, adenylate kinase release luminescence, 4 h; normalised: neutral wells 0, clomiphene wells 100. lysis activity, % at 15 µM;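 active = mean lysis activity across replicates of at least 80%, whatever share of replicates individually reach that level; inactive = mean lysis activity below 80%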
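Test system: log-phase Cryptococcus neoformans yeast cells. Input: 5 × 10^6 yeast cells/mL. Medium: fresh YPD growth medium. Doses: single dose. Incubation: static 4 h at 37 °C with compound, 1 h detection. Measured by: luminescent adenylate kinase detection reagent. Read-out: signal increase indicating cell lysis. Benchmarks: Clomiphene.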
Statin myotox sup: suppressors of simvastatin-induced myotoxicity in C2C12 myotubes; ATP luminescence, 48 h; scaled: DMSO 0, geranylgeraniol control 100; rescue of ATP level, % at 7.49 µM; 330,000 tested, 0.78% active; AID 602340;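 active = mean ATP rescue above about 67%, or every replicate alone reaching that limit, limit read from the data, passing the limit was not always enough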;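 note: myotubes were challenged with 10 µM simvastatin during compound exposure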
PglD DTNB: PglD (C. jejuni) enzyme inhibition. purified PglD enzyme, DTNB colorimetric CoA detection. inhibition, % at 12.5 µM. 360,000 tested, 0.098% active. AID 602405; in the data active = inhibition above about 16%, passing the limit was not always enough; note: strong numbers were not always called active
ARNT TACC3 PPI: ARNT/TACC3 interaction disruption | inhibition, % at 9.99 µM | 390,000 tested, 0.66% active | AlphaScreen His-ARNT PAS-B/GST-TACC3 binding, luminescence; TACC3 fragment carries E629A point mutation | AID 623870;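 active = mean inhibition of replicates at least 50% and at least half of replicates each reaching 50%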;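 note: 0% = complete ARNT plus TACC3 wells and 100% = ARNT alone without TACC3; many hits fall short of the cut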
* hit, by the source's call; . = not tested or not shown; & = joins results of further samples.

cpd	canonical_smiles	PAX8 inh HTS	PGC1a acetyl inh	GSIS activator	LGR2 inh	Cneo AK release	Statin myotox sup	PglD DTNB	ARNT TACC3 PPI
1	O=C(NCCc1ccccc1)C(=O)NCc1ccncc1	11	6	9	3	1	3	0	2
2	CCOc1cccc(C(=O)NC(=S)Nc2cccc(NC(=O)c3ccccc3Cl)c2)c1	11	.	-9	-21	.	.	.	-13
3	Cc1ccc2nc(N3C(=O)CNC3=S)sc2c1	-121	-1	.	.	-1	.	1	-6
4	CC(=O)Nc1ccc(Nc2ccc([N+](=O)[O-])cn2)cc1	-19	2	4	-20	-9	5	0	-2
5	O=C(c1ccc(OC2CCN(Cc3cccc(OCCO)c3)CC2)cc1)N1CCCC1	-6	5	-9	-6	.	-3	.	1
6	O=C(N/N=C/c1ccc([N+](=O)[O-])cc1)c1cccc(N2CCCC2=O)c1	.	-3	35	4	1	1	-1	-3
7	O=C(Cn1c(-c2cscn2)nc2ccccc21)Nc1ccc2ccccc2c1	.	-44	-23	-9	-1	56	-8	6
8	C[C@@H](O)C#Cc1cnc2c(c1)C(=O)N([C@@H](C)CO)C[C@H](C)[C@@H](CN(C)C(=O)c1ccc(F)cc1)O2	.	2	22	-11	36	-5	1	-5
9	Cc1ccc(N2CCN(C(=O)C3CCCN(c4ncnc5c4nc4n5CCCCC4)C3)CC2)c(C)c1 (stereo unspecified)	1	12	17	4	-17	-4	3	-10
10	Cc1ccsc1CN(C)C(=O)CN1C(=O)NC(c2ccccc2)(c2ccccc2)C1=O	12	1	-35	-7	0	17	-3	4
11	CC1CCCN(S(=O)(=O)c2ccc(C(=O)Nc3nnc(-c4ccncc4)o3)cc2)C1 (stereo unspecified)	16	-11	2	8	.	-5	.	33
12	COc1ccc(Br)cc1S(=O)(=O)Nc1cccc(C)n1	18	3	8	22	.	.	.	-1
13	COc1ccccc1CNS(=O)(=O)c1ccc2c(c1)N(C(C)=O)CC(C)S2 (stereo unspecified)	8	0	-3	21	-4	-18	3	5
14	O=C(Cn1cnc([N+](=O)[O-])n1)N/N=C/c1ccc(O)cc1O	11	.	-2	1	.	.	.	63*
15	Cc1ccc(-c2cc(C(=O)Nc3ccc(S(=O)(=O)Nc4onc(C)c4C)cc3)[nH]n2)c(O)c1	9	3	-13	7	-8	.	1	17
16	COc1ccc(S(=O)(=O)N(C)C[C@@H]2Oc3ccc(NC(=O)Nc4ccc5c(c4)OCO5)cc3CC(=O)N([C@@H](C)CO)C[C@H]2C)cc1	16	3	9	-27	-1	7	-1	-5
17	Cn1c(CCN2CCCCC2)nc2cc(NC(=O)C3CCCCC3)ccc21	24	0	.	.	-1	-4	1	4
18	O=C(C[n+]1cccc2ccccc21)c1ccc(Br)cc1	24	-4	3	6	-2	15	-3	0
19	CN(C)/C=C1\C(=O)N(c2ccc(Oc3ccccc3)cc2)CS1=O (stereo unspecified)	.	.	.	.	0	5	3	1
20	C=CC[C@H](CC(=O)N[C@H](CO)Cc1ccccc1)C(=O)N[C@H](COC(=O)[C@@H](CC=C)Cc1ccc(F)cc1)Cc1c[nH]c2ccccc12	.	7	.	.	-3	-13	0	-3
21	O=C(C[C@H]1CC[C@H]2[C@@H](COC[C@@H](O)CN2C(=O)Nc2ccc(Cl)cc2)O1)NCC1CCCCC1	-82	-8	-27	-31	-1	-22	4	1
22	CCOc1ccccc1NC(=O)C1CC(=O)n2ncnc2N1 (stereo unspecified)	.	-2	.	.	-1	7	-3	1
23	CCN1CCN(C(=S)Nc2ccc(Cl)cc2)CC1	4	-6	.	.	1	.	-6	-1
24	COc1ccc(NC(=O)N(C)C[C@H]2Oc3ccc(NC(=O)C4CCCCC4)cc3CC(=O)N([C@@H](C)CO)C[C@H]2C)cc1	.	0	-9	-20	0	-4	-5	-8
25	Cc1nc2c(OCc3ccc(Cl)cc3)cccn2c1N(C)C(=O)CCC1CCCC1	-11	-7	.	39	0	-15	4	.

A different layout for part of the listing above:
10: Cc1ccsc1CN(C)C(=O)CN1C(=O)NC(c2ccccc2)(c2ccccc2)C1=O
11: CC1CCCN(S(=O)(=O)c2ccc(C(=O)Nc3nnc(-c4ccncc4)o3)cc2)C1 (stereo unspecified)
Screen / compound no.	10	11
PAX8 inh HTS	12	16
PGC1a acetyl inh	1	-11
GSIS activator	-35	2
LGR2 inh	-7	8
Cneo AK release	0	.
Statin myotox sup	17	-5
PglD DTNB	-3	.
ARNT TACC3 PPI	4	33

As entered above.
compound 11 @ LGR2 inh = 8
compound 13 @ Cneo AK release = -4

(cont.)
cpd	canonical_smiles	PAX8 inh HTS	PGC1a acetyl inh	GSIS activator	LGR2 inh	Cneo AK release	Statin myotox sup	PglD DTNB	ARNT TACC3 PPI
26	CC(=O)c1ccc(S(=O)(=O)N(C)CC(=O)N2CCCCCC2)cc1	21	-10	7	16	3	-1	-4	1
27	Cc1cccc(C)c1NC(=O)COC(=O)c1nonc1N	.	4	.	.	-1	-2	5	-2
28	Cc1noc(C)c1S(=O)(=O)Nc1ccc2c(c1)C(=O)N([C@H](C)CO)C[C@H](C)[C@@H](CN(C)C(=O)CCC(F)(F)F)OCCCC[C@H](C)O2	15	13	0	-4	-1	.	-2	7
29	O=c1[nH]c(Nc2ccccn2)cc2ccccc12	-23	6	-2	-64	3	10	0	19
30	COc1ccc(CN2CCC[C@]3(N[C@H](c4ccc(OC)cc4)[C@@H]4C(=O)N(C)C(=O)[C@@H]43)C2=O)cc1	-8	5	-8	-7	-1	6	0	.
31	C[C@H](CO)N1C[C@H](C)[C@H](CN(C)S(=O)(=O)c2cccs2)Oc2c(NC(=O)c3cnccn3)cccc2C1=O	.	1	28	-4	-3	.	-1	1
32	NCCCC(=O)N1c2ccccc2Sc2ccc(Cl)cc21	9	-8	-6	14	-1	-5	-8	-12
33	C[C@H]1CN([C@@H](C)CO)C(=O)Cc2cc(NS(=O)(=O)c3cccs3)ccc2O[C@H]1CN(C)S(C)(=O)=O	11	1	0	8	-4	36	-2	-30
34	CCCCNC(=O)C1(C)CCN1C(=O)c1ccncc1 (stereo unspecified)	-8	-4	.	-3	2	-8	-1	.
35	C[N+](C)(C)C(Cc1ccccc1)C(=O)[O-] (stereo unspecified)	.	7	.	.	2	-15	2	-6
36	O=C(O)C1CCN(Cc2cccnc2)CC1	-1	1	8	-13	.	.	.	-3
37	CC(=O)Nc1ccc(N=NN2CCOCC2)cc1	-4	6	-6	6	.	.	.	2
38	CC1CCCC(C(=O)O)N1C(=O)CCSSCCC(=O)N1C(C)CCCC1C(=O)O (stereo unspecified)	.	-4	-1	.	0	-1	3	-5
39	CCCNC(=O)Nc1ccc2c(c1)C(=O)N(C)C[C@H](OC)[C@H](C)CN(CCC)[C@H](C)CO2	1	4	11	3	6	0	1	2
40	CO[C@H]1CN(C)C(=O)c2cc(NC(=O)C3CCOCC3)ccc2OC[C@@H](C)N(Cc2nccs2)C[C@H]1C	12	-2	1	0	2	0	6	-11
41	CC(C)CC(NC(=O)c1ccco1)C(=O)Nc1ccc2c(c1)OCCO2 (stereo unspecified)	-51	.	0	2	-2	6	-2	-4
42	CCn1ncc(Br)c1C(=O)Nc1cccc(F)c1	6	4	3	5	.	.	.	13
43	CCN(CC)C(=O)OCc1c(-c2ccccc2)ncc2ccccc12	-41	.	6	-13	1	-32	-1	-16
44	COc1ccccc1-n1nnnc1S(=O)(=O)Cc1ccc(Cl)cc1	.	-51	.	.	-4	-26	3	-1
45	C[C@@H]1CN([C@@H](C)CO)C(=O)c2cc(NS(C)(=O)=O)ccc2O[C@@H](C)CCCCO[C@H]1CN(C)C(=O)NC1CCCCC1	-30	-7	21	-2	.	.	.	.
46	COC(=O)C[C@H]1CC[C@H]2[C@H](COc3ccc(NC(=O)Nc4ccc(C)cc4)cc3C(=O)N2C)O1	-2	4	-9	-2	-1	-6	-2	13
47	COc1ccc(N(CC(=O)N2CCN(Cc3ccccc3)CC2)S(C)(=O)=O)cc1Cl	12	-10	1	10	1	-4	-3	-1
48	CC1(C)SC2C(C(=O)O)N=C(Cc3ccccc3)N2C1C(=O)O (stereo unspecified)	3	18	-3	10	12	0	2	71*
49	COC(=O)C[C@H]1C[C@H]2c3cc(NC(=O)NC4CCCCC4)ccc3O[C@H]2[C@@H](CO)O1	-14	1	10	7	52	0	-1	-3
50	O=C(NCC[C@H]1CC[C@@H](NC(=O)C2CCOCC2)[C@H](CO)O1)c1ccc(F)cc1	-11	-9	20	5	-2	4	5	.

Reformatted with two lines to a compound: entries from further up
Every second line gives: PAX8 inh HTS	PGC1a acetyl inh	GSIS activator	LGR2 inh	Cneo AK release	Statin myotox sup	PglD DTNB	ARNT TACC3 PPI
[48] CC1(C)SC2C(C(=O)O)N=C(Cc3ccccc3)N2C1C(=O)O (stereo unspecified)
    3	18	-3	10	12	0	2	71*
[49] COC(=O)C[C@H]1C[C@H]2c3cc(NC(=O)NC4CCCCC4)ccc3O[C@H]2[C@@H](CO)O1
    -14	1	10	7	52	0	-1	-3

More structures:
cpd	canonical_smiles	PAX8 inh HTS	PGC1a acetyl inh	GSIS activator	LGR2 inh	Cneo AK release	Statin myotox sup	PglD DTNB	ARNT TACC3 PPI
51	CO[C@@H]1CC[C@@H]2CCOc3c(C#N)cccc3C(=O)N(C)CCCC(=O)N(C)C[C@@H]1O2	-12	2	7	6	10	6	0	-11
52	Oc1ccccc1C1OCC2(CO1)COC(c1ccccc1O)OC2 (stereo unspecified)	22	.	20	-8	2	.	4	-24
53	Cc1ccc2oc(-c3ccco3)cc(=O)c2c1	-136	-4	2	-100	.	.	.	7
54	CC[C@@]1(C(=O)OC)N[C@H](CN(C)C(=O)Nc2ccc(C(F)(F)F)cc2)[C@@H]2C(=O)N(C)C(=O)[C@@H]21	-6	.	8	-3	0	-19	-3	4
55	Cc1ccccc1C(OCC(O)CN1CCN(CCO)CC1)c1ccccc1 (stereo unspecified)	-11	-7	-7	-12	4	-4	1	27
56	Cc1noc(C)c1NC(=O)N(C)C[C@@H]1Oc2ccc(NC(=O)Nc3ccc4c(c3)OCO4)cc2CC(=O)N([C@@H](C)CO)C[C@@H]1C	-10	6	36	15	-3	-16	4	.
57	Nc1nc2ccccc2n1/N=C/c1ccc([N+](=O)[O-])s1	52	.	18	4	.	.	.	2
58	Cc1ccc(S(=O)(=O)N2CCCC2C(=O)OCc2nc3sc(C)c(C)c3c(=O)[nH]2)cc1 (stereo unspecified)	8	-3	-19	-8	-1	-8	-6	21
59	Cc1cccc2c1NC(=O)C21OCC(CO)([N+](=O)[O-])CO1 (stereo unspecified)	3	-5	7	-2	0	0	-1	-9
60	CCOc1ccc(N2CSC(=S)N(c3ccc(OCC)cc3)C2)cc1	-28	-5	-9	19	0	-13	1	8
61	CC(=NNC(=O)CCC(=O)Nc1ccccc1Cl)c1ccco1	.	6	-6	16	-2	10	-4	9
62	Cc1cccc(S(=O)(=O)c2c(N)n(-c3ccccc3)c3nc4ccccc4nc23)c1	5	-2	5	7	4	13	0	.
63	Cc1cc(C(=O)NC2CCCC2)c2ccccc2n1	4	-4	11	16	0	27	2	-4
64	COc1cccc(C(=O)NCCS(=O)(=O)NC(C)CCc2ccccc2)c1 (stereo unspecified)	5	.	-22	-13	0	26	1	23
65	Cc1ccc(Cl)cc1N1CCN(CC(=O)NC2CCCc3ccccc32)CC1 (stereo unspecified)	3	.	-31	-2	.	.	.	5
66	C[C@@H]1CN([C@@H](C)CO)C(=O)Cc2cc(NS(=O)(=O)c3ccccc3)ccc2O[C@@H]1CN(C)S(=O)(=O)c1cccs1	-18	9	-5	-5	-9	59	-1	-1
67	C[C@H](CO)N1C[C@H](C)[C@H](CN(C)S(=O)(=O)c2cccs2)Oc2ncccc2C1=O	-7	3&15	13	13	-7&10	4&31	0	-1
68	Cc1cccc(N2CCN(C(=O)CNC(=O)c3cccc([N+](=O)[O-])c3)CC2)c1C	11	16	-15	15	0	17	-2	-3
69	O=C(CN1CCCCC1)Nc1ccc(N2CCCCCC2)cc1	3	.	-9	-2	.	.	.	19
